Assay outcomes from PubChem BioAssay.
PAFAH1B3 FP inh = PAFAH1B3 (human) inhibition; Q15102; AID 492972; inhibition, % at 3.39 µM; actives 0.28% (n = 340,000); recombinant PAFAH1B3, FP-rhodamine probe, fluorescence polarization;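 active means inhibition above the screen-wide average of all tested compounds plus 3 SD, cut at about 25% in these data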;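 further: 0% = enzyme with DMSO only and 100% = wells lacking PAFAH1B3 protein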
PREPL inh = inhibitors of human prolyl oligopeptidase-like enzyme PREPL; Q4J6C6; recombinant PREPL, fluorescence polarization activity-based probe; inhibition, % at 5.96 µM; actives 0.68% (n = 320,000); AID 2751; in the data active means inhibition above about 43%;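 further: 0% = enzyme with DMSO and 100% = wells lacking enzyme; many of its hits are not listed in these tables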
Target sequence (Q4J6C6 whole entry, looked up): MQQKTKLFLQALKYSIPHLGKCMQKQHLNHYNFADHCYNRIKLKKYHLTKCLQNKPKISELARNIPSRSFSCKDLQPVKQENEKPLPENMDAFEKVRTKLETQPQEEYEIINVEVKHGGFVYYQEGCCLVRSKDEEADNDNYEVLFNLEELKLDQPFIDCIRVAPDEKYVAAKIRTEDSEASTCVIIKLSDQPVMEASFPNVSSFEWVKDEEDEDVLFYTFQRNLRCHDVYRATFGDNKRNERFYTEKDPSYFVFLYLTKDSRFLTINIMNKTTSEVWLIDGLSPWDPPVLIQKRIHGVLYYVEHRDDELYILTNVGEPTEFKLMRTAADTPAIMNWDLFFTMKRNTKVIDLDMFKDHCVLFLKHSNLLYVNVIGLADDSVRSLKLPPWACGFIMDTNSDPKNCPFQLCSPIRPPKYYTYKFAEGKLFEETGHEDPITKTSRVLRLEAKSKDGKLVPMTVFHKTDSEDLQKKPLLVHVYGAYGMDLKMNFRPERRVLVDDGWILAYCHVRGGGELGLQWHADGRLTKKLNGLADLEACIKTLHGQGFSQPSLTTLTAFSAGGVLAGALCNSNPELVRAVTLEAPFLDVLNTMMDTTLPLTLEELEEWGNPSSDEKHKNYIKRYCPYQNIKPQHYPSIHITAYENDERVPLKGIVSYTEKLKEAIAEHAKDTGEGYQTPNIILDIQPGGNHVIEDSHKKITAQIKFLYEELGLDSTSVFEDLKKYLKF
LYPLA2 counter = blocks human lysophospholipase 2, a PME1 counter-screen | AID 2177 | inhibition, % at 5.9 µM | actives 0.38% (n = 320,000) | O95372 | recombinant LYPLA2, FP-Rh probe fluorescence polarization;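 active means inhibition above the screen-wide mean plus 3 SD, limit set per campaign, cut at about 26% in these data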;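 further: 0% = LYPLA2 with DMSO and 100% = wells lacking LYPLA2 enzyme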
GSTO1 inh = blocks human GSTO1 in RBBP9 counter-screen; P78417; recombinant GSTO1, activity-based probe fluorescence polarization; inhibition, % at 5.96 µM; actives 1.1% (n = 300,000); AID 1974;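 active means inhibition above the campaign mean inhibition plus 3 SD, cut at about 35% in these data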;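 further: 0% = GSTO1-1 with DMSO and 100% = wells lacking GSTO1-1 enzyme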
pPAFAH FP inh = inhibitors of human plasma PAF acetylhydrolase (pPAFAH). Q13093. recombinant pPAFAH, FP-rhodamine probe fluorescence polarization. inhibition, % at 3.39 µM. actives 1.5% (n = 330,000);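 active means inhibition above the mean inhibition across the screen plus 3 SD, cut at about 25% in these data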;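 further: inhibitors block binding of the rhodamine activity-based probe so polarization drops; 0% = enzyme with DMSO and 100% = wells lacking pPAFAH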
PAFAH2 FP inh = inhibitors of human PAFAH2; recombinant PAFAH2, FP-rhodamine activity probe, fluorescence polarization; Q99487; inhibition, % at 3.39 µM; AID 492956; actives 0.99% (n = 340,000);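 active means inhibition above the mean over all tested compounds plus 3 SD, cut at about 30% in these data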;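 further: inhibitors block probe labeling of enzyme so polarization drops; 0% = enzyme with DMSO and 100% = wells lacking PAFAH2 protein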
PAD4 inh = PAD4 (human) enzyme inhibition. actives 0.41% (n = 330,000). Q9UM07. recombinant PAD4, RCA probe fluorescence polarization. AID 485272. inhibition, % at 6.36 µM;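 active means percent inhibition above a cutoff equal to the mean of all tested compounds plus 3 SD, cut at about 15% in these data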;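 further: 0% = PAD4 with RCA probe and DMSO and 100% = probe without PAD4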
PAFAH1B2 FP inh = inhibitors of human PAFAH1B2; P68402; recombinant PAFAH1B2, FP-rhodamine activity probe, fluorescence polarization; inhibition, % at 3.39 µM; actives 1.2% (n = 340,000);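 active means inhibition above the mean of all tested compounds plus 3 SD, cut at about 24% in these data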;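 further: 0% = enzyme with DMSO and 100% = wells lacking PAFAH1B2; many of its hits are not listed in these tables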
LYPLA1 inh = LYPLA1 (human) inhibition in PME1 counter-screen; actives 0.16% (n = 320,000); recombinant LYPLA1, FP-Rh probe fluorescence polarization; inhibition, % at 5.9 µM;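 active means inhibition above the mean of all tested compounds plus 3 SD, set per campaign, cut at about 14% in these data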;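 further: inhibitors block serine hydrolase probe labeling of LYPLA1 so polarization falls; 0% = enzyme with DMSO and 100% = wells lacking LYPLA1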
Target sequence (O75608 whole entry, looked up): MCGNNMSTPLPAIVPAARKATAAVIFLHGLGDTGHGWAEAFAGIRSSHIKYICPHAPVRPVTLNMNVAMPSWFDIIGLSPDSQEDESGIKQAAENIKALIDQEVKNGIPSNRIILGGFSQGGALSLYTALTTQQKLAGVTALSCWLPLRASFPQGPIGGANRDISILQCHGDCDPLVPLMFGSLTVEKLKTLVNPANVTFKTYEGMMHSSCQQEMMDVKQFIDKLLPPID
The depositor's hits bear a star; . = no result given.

SMILES	PAFAH1B3 FP inh	PREPL inh	LYPLA2 counter	GSTO1 inh	pPAFAH FP inh	PAFAH2 FP inh	PAD4 inh	PAFAH1B2 FP inh	LYPLA1 inh
COc1ccc(NS(=O)(=O)c2cccc(C(=O)NNC(=O)CNC(=O)c3ccc(C)cc3)c2)cc1	13	8	-1	5	34*	4	-1	1	0
CCOC(=O)N1CCC(NC(=O)CCC(=O)N2CC(C)Oc3ccc(C)cc32)CC1 (centres undefined)	0	13	5	3	1	-3	-1	0	-3
Cc1ccc(Oc2ccc(OCC(=O)OC3CCS(=O)(=O)C3)cc2)cc1 (centres undefined)	.	12	3	11	31*	.	1	.	-5
CCN(CC)C(=O)c1csc(Nc2cccc3ccccc23)n1	9	24	3	8	11	5	-1	4	5
CC(=O)Nc1cccc(NC(=O)c2ccc3[nH]c(C)c(C)c3c2)c1	7	0	5	0	6	0	-2	8	4
COc1ccc(-n2ncc3c2CC(C)(C)CC3NC(=O)CCn2nc(C)cc2C)cc1 (centres undefined)	9	9	8	-2	6	-2	7	2	0
COc1cc(C(=O)Nc2nc3ccccc3[nH]2)ccc1OC(F)F	11	6	-6	-4	4	-7	-3	0	-2
C[C@@H](NC(=O)c1nc[nH]c1C(=O)N[C@@H](Cc1ccccc1)C(=O)OCc1ccccc1)c1ccccc1	6	-4	-20	10	3	-10	4	-1	-8
O=C(NC1CCN(Cc2ccccc2)CC1)c1ccccc1Cl	10	11	5	6	2	1	-1	4	2
Cc1cccc(N2CCN(C(=O)C3CCC(CNS(=O)(=O)c4cccs4)CC3)CC2)c1C (centres undefined)	-1	13	10	4	19	-3	3	1	-2
COc1ccccc1C(=O)NC(=O)COC(=O)Cn1[nH]c(=O)c2ccccc2c1=O	5	8	6	10	2	0	4	2	-2
CC(C)c1cc(N2CCN(C(=O)c3ccco3)CC2)n2c(nc3ccccc32)c1C#N	-6	-9	-3	-19	4	7	-2	-4	-1
CC(=O)N1c2ccc(S(=O)(=O)N3CCC(C(=O)Nc4ccc(F)cc4)CC3)cc2CC1C (centres undefined)	6	-9	1	-3	3	-4	-3	4	2
CCn1c(SCC(=O)Nc2nc(-c3ccc(C)cc3)cs2)nnc1-c1ccccc1	10	7	-8	-1	6	-9	3	4	5
O=C(c1cc(=O)[nH]c2ccccc12)N1CCN(c2ccccc2)CC1	5	-6	5	0	1	1	-1	6	-2
CCN1C(=O)/C(=C\C=C2/C=CC=CN2CC)SC1=S	-168	-16	-88	-36	-1	-184	-5	-110	-57
COc1ccccc1NC(=O)COc1ccc(C(=O)NCC2CCCO2)cc1OC (centres undefined)	3	2	.	.	5	0	-1	6	.
COc1ccc(C(=O)NCCCc2nc3ccccc3n2Cc2cc(C)ccc2C)cc1OC	3	-47	-2	-2	-6	-5	3	3	-3
COc1ccccc1NC(=O)c1c(C)cc(=O)oc1C	-1	7	4	1	1	-1	2	-7	0
CC(CC(=O)Nc1ccc(Cl)c([N+](=O)[O-])c1)c1ccccc1 (centres undefined)	-1	4	12	-4	-1	-7	-7	6	3
CNS(=O)(=O)c1cccc(C(=O)OCC(=O)N2c3ccccc3CC2C)c1 (centres undefined)	-8	-3	4	0	9	1	0	0	1
CCSc1ncc(/C=N/Nc2ccc(Cl)cc2)n1C	1	43*	2	0	11	1	-2	4	-2
C/C=C/C(=O)N1CC2(CC(c3cccc(NC(=O)/C(C)=C/C)c3)=NO2)C[C@H]1C(N)=O (some centres undefined)	0	7	4	9	0	3	-4	-1	-1
Cc1ccc(NC(=O)C2CCCN2C(=O)NC2CCCCC2)c(C)c1 (centres undefined)	11	-12	3	7	-1	4	2	0	-1
COc1ccccc1C(=O)NCCC(=O)Nc1cccnc1	-1	11	4	2	-1	4	5	2	1
Cn1nc(C(=O)N2CCN(c3ccc(F)cc3)CC2)c2c1-c1ccccc1S(=O)(=O)C2	4	14	6	5	3	-1	0	5	1
COc1ccc(F)cc1S(=O)(=O)n1nnc2ccccc21	5	-10	-6	11	-4	-5	-4	1	-1
CCCCN(C(=O)c1oc2ccc(OCC)cc2c1C)c1c(N)n(CCCC)c(=O)[nH]c1=O	-1	-11	-4	-13	4	1	3	-2	-4
COc1ccccc1/C=C/C(=O)NCC(=O)N/N=C/c1ccc2c(c1)OCO2	-1	-9	-6	-2	7	7	-9	3	-3
CCCNS(=O)(=O)c1ccc(OCC(=O)NCC2CCCO2)cc1 (centres undefined)	10	7	-5	13	10	7	-1	9	-1
CN1CC(=O)NC1=NC(=O)C12CC3CC(CC(C3)C1)C2	-5	-8	-3	8	1	1	-1	11	-1
Cc1cccc(NC(=O)c2ccc(S(=O)(=O)N3CCCCC3)cc2)c1	-2	1	-6	4	-4	-3	2	-8	-6
COC(=O)c1cc2c(C)nn(C)c2s1	-8	-5	2	1	1	-2	3	3	0
CN1CCc2nc3ccc(Cl)cc3c(-c3ccccc3Cl)c2C1	-5	-26	-4	3	-2	5	3	0	-3
Cc1cc(C)n2nc(SCc3nnc(-c4cccs4)o3)nc2n1	1	14	4	8	2	-1	3	-3	2
COc1ccc(CC(NC(C)=O)C(=O)NC2CCN(S(=O)(=O)c3ccc(NC(C)=O)cc3)CC2)cc1 (centres undefined)	-3	0	0	0	1	-4	-5	-1	0
CCCN1C(=O)/C(=N\OCC(=O)Nc2ccc(C(C)C)cc2)c2ccccc21	2	6	-10	-4	15	-5	-2	-1	-7
Cc1ccc(C(=O)NNC(=O)CNc2cccc(Cl)c2)cc1	3	-7	-11	2	0	10	-6	7	0
O=C(O)[C@H](Cc1ccccc1)NC(=O)N1CCN(c2ccccc2)CC1	-3	3	-5	11	-4	-1	0	9	-3
CN1C(C(=O)NCCc2cccs2)CC2Cn3c(nc4cc(Cl)c(Cl)cc43)C21 (centres undefined)	2	-7	0	2	4	10	-1	0	-1

Exported field by field: part of the list above
> CN1CC(=O)NC1=NC(=O)C12CC3CC(CC(C3)C1)C2
  PAFAH1B3 FP inh: -5
  PREPL inh: -8
  LYPLA2 counter: -3
  GSTO1 inh: 8
  pPAFAH FP inh: 1
  PAFAH2 FP inh: 1
  PAD4 inh: -1
  PAFAH1B2 FP inh: 11
  LYPLA1 inh: -1

> Cc1cccc(NC(=O)c2ccc(S(=O)(=O)N3CCCCC3)cc2)c1
  PAFAH1B3 FP inh: -2
  PREPL inh: 1
  LYPLA2 counter: -6
  GSTO1 inh: 4
  pPAFAH FP inh: -4
  PAFAH2 FP inh: -3
  PAD4 inh: 2
  PAFAH1B2 FP inh: -8
  LYPLA1 inh: -6

(cont.)
SMILES	PAFAH1B3 FP inh	PREPL inh	LYPLA2 counter	GSTO1 inh	pPAFAH FP inh	PAFAH2 FP inh	PAD4 inh	PAFAH1B2 FP inh	LYPLA1 inh
CCC(C(=O)Nc1ccccc1-c1ccccc1)c1ccccc1 (centres undefined)	6	3	-8	1	-3	-1	4	9	-3
COc1ccccc1N1CCN(C(=O)C2CCN(S(=O)(=O)c3ccc(F)cc3)CC2)CC1	9	8	12	0	7	1	1	5	3
Nc1cc(Oc2ccc(F)cc2F)cc([N+](=O)[O-])c1	6	1	26	3	7	-4	2	4	1
Cc1ccc(NC(=O)[C@@H]2CCCN2S(=O)(=O)c2ccccc2C(F)(F)F)cc1S(=O)(=O)N1CCOCC1	11	2	-5	3	1	3	-1	3	-4
Cc1nn(Cc2cccc(C(=O)NCC(C)C)c2)c(C)c1Br	7	9	0	-13	6	-1	-1	1	0
CC(/C=C/c1ccccc1)=N/NC(=O)CNC(=O)c1ccc2c(c1)OCO2	-2	-1	-7	-8	5	0	-8	-1	-5
Cc1cc(=O)[nH]c(N)n1	1	11	-1	-10	-3	1	-5	2	0
Cc1cc(C)n2c(SCC(=O)N3CCN(S(=O)(=O)c4ccc(Cl)cc4)CC3)nnc2n1	-4	17	7	6	10	9	-2	7	0
O=C1/C(=C\c2ccc(Br)o2)Cc2ccccc21	3	-59	2	28	8	10	1	3	-1
CNS(=O)(=O)c1ccc(Oc2ccc(S(=O)(=O)NC)cc2)cc1	2	0	5	-2	4	1	6	0	3
CC1CCCC(C)N1C(=O)COC(=O)C12CC3CC(CC(Cl)(C3)C1)C2 (centres undefined)	2	11	3	.	3	4	-3	19	1
Cc1cc(C)cc(Cn2ncc(Cl)c(Cl)c2=O)c1	.	5	-2	16	6	.	1	.	0
CC1CCCCN1CCNC(=O)C1CCN(S(=O)(=O)N2CCCCC2)CC1 (centres undefined)	1	4	6	4	3	2	2	-1	0
COc1ccc(NC(=O)CN(C)C(=O)CN2C(=O)C3CCCCC3C2=O)cc1 (centres undefined)	7	-1	3	6	0	-5	-3	5	-1
O=C(CN1C(=O)NC2(CCCCCC2)C1=O)NCc1ccccc1	3	2	.	.	0	0	3	-2	.
Cc1cc(C)nc(NS(=O)(=O)c2ccc(N=Cc3c(C)[nH]n(-c4ccccc4)c3=O)cc2)n1	5	0	4	1	3	-8	-3	4	-2
Cc1ccc(S(=O)(=O)CCc2nnc(NC(=O)C3CCCO3)s2)cc1 (centres undefined)	5	6	5	5	6	-1	0	9	1
Clc1ccc(Nc2ncnc3ccc(Br)cc23)cc1	3	-14	-9	-16	-3	-13	-7	2	-15
CCOC(=O)C1=C(N)Oc2c(oc(CO)cc2=O)C1c1c(F)cccc1Cl (centres undefined)	9	-22	-2	9	-1	5	5	4	-4
Cc1nn(C(C)C(=O)NCc2ccccc2)c(C)c1[N+](=O)[O-] (centres undefined)	10	-4	0	4	-3	0	0	8	-2
Oc1ccc(C=NCC2COc3ccccc3O2)cc1 (centres undefined)	8	-3	6	2	5	-3	7	4	1

Structural class, the compounds so far containing an NH in an aromatic ring
SMILES	PAFAH1B3 FP inh	PREPL inh	LYPLA2 counter	GSTO1 inh	pPAFAH FP inh	PAFAH2 FP inh	PAD4 inh	PAFAH1B2 FP inh	LYPLA1 inh
CC(=O)Nc1cccc(NC(=O)c2ccc3[nH]c(C)c(C)c3c2)c1	7	0	5	0	6	0	-2	8	4
COc1cc(C(=O)Nc2nc3ccccc3[nH]2)ccc1OC(F)F	11	6	-6	-4	4	-7	-3	0	-2
C[C@@H](NC(=O)c1nc[nH]c1C(=O)N[C@@H](Cc1ccccc1)C(=O)OCc1ccccc1)c1ccccc1	6	-4	-20	10	3	-10	4	-1	-8
COc1ccccc1C(=O)NC(=O)COC(=O)Cn1[nH]c(=O)c2ccccc2c1=O	5	8	6	10	2	0	4	2	-2
O=C(c1cc(=O)[nH]c2ccccc12)N1CCN(c2ccccc2)CC1	5	-6	5	0	1	1	-1	6	-2
CCCCN(C(=O)c1oc2ccc(OCC)cc2c1C)c1c(N)n(CCCC)c(=O)[nH]c1=O	-1	-11	-4	-13	4	1	3	-2	-4
Cc1cc(=O)[nH]c(N)n1	1	11	-1	-10	-3	1	-5	2	0
Cc1cc(C)nc(NS(=O)(=O)c2ccc(N=Cc3c(C)[nH]n(-c4ccccc4)c3=O)cc2)n1	5	0	4	1	3	-8	-3	4	-2

This is a subset; the hit share may differ from the screen's.
